Screening data as filed in PubChem.
EBI2 antag: EBI2 receptor antagonists, beta-arrestin recruitment, primary screen, cell-based, luminescence, 7a,25-OHC stimulation, uHTS; 7a,25-OHC stimulated; AID 651636, 2012; 0.81% of 360,000 active; inhibition, % at 5 µM; G-protein coupled receptor 183 (Homo sapiens), P32249; in the data active means inhibition above about 38%;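 further: enzyme fragment complementation signal reports receptor beta-arrestin coupling in cells; 0% = agonist plus DMSO wells and 100% = wells without agonist; some results beyond the cut were filed as inactive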
Target sequence (P32249 whole entry, looked up, the tested form may be a part): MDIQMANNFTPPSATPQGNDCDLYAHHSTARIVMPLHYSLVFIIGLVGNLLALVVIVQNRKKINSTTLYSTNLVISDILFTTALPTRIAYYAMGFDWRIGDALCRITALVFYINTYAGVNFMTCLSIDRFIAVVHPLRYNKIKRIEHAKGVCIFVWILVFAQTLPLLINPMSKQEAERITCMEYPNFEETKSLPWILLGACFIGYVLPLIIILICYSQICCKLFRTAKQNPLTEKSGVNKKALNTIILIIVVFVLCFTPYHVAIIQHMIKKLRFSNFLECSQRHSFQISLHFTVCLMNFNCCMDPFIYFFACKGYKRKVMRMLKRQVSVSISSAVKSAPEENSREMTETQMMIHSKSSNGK
The depositor's hits bear a star.

entry | SMILES | EBI2 antag
1 | CC(=O)c1c(C)[nH]c(C(=O)OCC(=O)c2ccc(Br)cc2)c1C | -15
2 | c1ccc(CN(Cc2ccccc2)C(c2ccnc3ccccc23)c2nnnn2-c2ccc3c(c2)OCCO3)cc1 (stereo unspecified) | 8
3 | CCOC(=O)[C@]12CCCC=C1N(CCC1=CCCCC1)C(=O)[C@H](CC(=O)NCCCN1CCCC1=O)C2 | -8
4 | CNC(=O)C1(C)CCN1C(=O)c1ccccc1CCc1ccccc1 (stereo unspecified) | -1
5 | CCc1nc2ccc(C(=O)NCCc3c[nH]c4ccccc34)cn2c1N(C)CCCc1ccccc1 | 36
6 | CN(Cc1ccc2c(c1)CCCN2C)C(=O)[C@H]1O[C@@H](n2cnc3c(N)ncnc32)[C@H](O)[C@@H]1O | -2
7 | NS(=O)(=O)c1ccc(CCNc2ccn3nc(-c4ccccc4)cc3n2)cc1 | 10
8 | Cc1ccc(NC(=O)C2(C)CCN2C(=O)c2ccccc2CCc2ccccc2)cc1C (stereo unspecified) | 22
9 | O=S1(=O)CC(N2CC=CC2)CN1Cc1ccccc1 (stereo unspecified) | -4
10 | COc1cccc(CN(C)CCCn2cnc3c(OC)ncnc32)c1 | 6
11 | CC(S(=O)(=O)c1ccccc1)S(=O)(=O)c1ccccc1 | -5
12 | COc1cc(F)ccc1-c1cc(C(=O)NCC2CCCCC2)[nH]n1 | 10
13 | COc1ccccc1-c1cn(CC[C@@H]2CC[C@H](NC(=O)C3CCC3)[C@@H](CO)O2)nn1 | -11
14 | CCN(CC)C(=O)C1CCCN(Cc2cccc(Cl)c2)C1 (stereo unspecified) | -3
15 | CC(C)(C)c1ccc(OCCCC(=O)Nc2nnc(C3CC3)s2)cc1 | -11
16 | C[C@@H]1CC[C@H](Cc2ccc(-n3cccc3)cc2)N1C(=O)OC(C)(C)C | 11
17 | O=C(Nc1c(-c2ccccc2)[nH][nH]c1=O)c1ccco1 | -8
18 | O=C(C[C@H]1CC[C@H](NC(=O)Nc2ccccc2F)[C@@H](CO)O1)NCc1ccc(-c2ccccc2)cc1 | -7
19 | Nc1cccc(OCCCCCOc2cccc(N)c2)c1 | -15
20 | CCOC(=O)[C@]12CCC=C1N(Cc1ccccc1)C(=O)[C@H](CC(=O)N1CCCCC1)C2 | -5
21 | O=C(Nc1cccc(C(F)(F)F)c1)Nc1nnc([C@@H]2C[C@H](O)[C@@H](CO)O2)s1 | -11
22 | COc1ccc(Cl)cc1-c1cc(C(=O)Nc2ccc(C(C)(C)C)cc2)[nH]n1 | 27
23 | C#CCN(C[C@@H]1[C@@H](OC(=O)NC2CC2)[C@@H](OC(=O)NC2CC2)CN(C(=O)OC(C)C)N1C(=O)OC(C)C)S(=O)(=O)c1ccc(C)cc1 | 1
24 | Cc1ccc(CNC(=O)C2(C)CCN2C(=O)Cc2ccc(C(C)(C)C)cc2)cc1 (stereo unspecified) | -2
25 | COCCNC(=O)C1(C)CCCN(Cc2c(C)nn(-c3ccccc3)c2C)C1 (stereo unspecified) | -2
26 | COc1ccc(Cc2c(-c3ccc(C)cc3)nc3cc(C)c(Br)c(C)n23)c(C)c1 | 12
27 | Cc1nc(C(F)(F)F)ccc1C(=O)N1CCCC(C(=O)O)CC1 (stereo unspecified) | -9
28 | CC(=O)Nc1ccc2c3c(ccc([N+](=O)[O-])c13)CC2 | 5
29 | COc1cccc(-c2cnc3c(NC(C)=O)cc(-c4cccc(NC(C)=O)c4)cn23)c1 | 8
30 | CCOC(=O)C1(C)C(=O)CC2c3nc4ccccc4cc3CN2C1=O (stereo unspecified) | -3
31 | CC(N)c1csc(Nc2nccc(C(F)(F)F)n2)n1 (stereo unspecified) | -4
32 | O=C(Nc1ccccc1Cl)c1cc(S(=O)(=O)N2CCC3(CC2)OCCO3)ccc1F | -2
33 | COc1cc(-c2ccc(N3C(c4ccsc4)=Cc4ccccc4C3CC(C)=O)cc2)cc(OC)c1OC (stereo unspecified) | 10
34 | CSc1ncccc1C(=O)N1CCCC(N2CCN(c3ccccc3C)CC2)C1 (stereo unspecified) | -5
35 | COc1ccc(-c2cc(NC(C)=O)c3ncc(-c4ccccc4)n3c2)cc1OC | 22
36 | FCc1nc2nc(Cl)c(Cl)nc2[nH]1 | -4
37 | O=C(c1[nH]c(C(F)(F)F)nc1-c1ccccc1)N1CCN(c2ncccn2)CC1 | 5
38 | COc1ccccc1CNc1nc(NC(C)C)nc2cc(-c3ccccc3)sc12 | 50*
39 | C[C@@H]1COc2cc(N3CCN(Cc4ccccc4F)CC3)ccc2S(=O)(=O)N1 | -3
40 | COC(=O)[C@@]12C[C@@H](CC(=O)N3CCN(C(=O)c4ccco4)CC3)C(=O)N(Cc3ccco3)C1=CCC(C)(C)C2 | 1
41 | CC1(C(=O)NS(=O)(=O)Cc2ccccc2)CCN1C(=O)Cc1ccc(-c2ccccc2)cc1 (stereo unspecified) | -5
42 | CC(C)N1CCC1(C)C(=O)Nc1nc2ccccc2[nH]1 (stereo unspecified) | -8
43 | COCCN1C(=O)CSCC1(C)C(=O)NC(C)C (stereo unspecified) | -2
44 | Cc1cccc(C)c1NC(=O)C(CCc1ccccc1)N1CCC(c2ccccc2)CC1 (stereo unspecified) | 18
45 | CC(C)N(C)c1ncnc2c1ncn2[C@H]1CN(Cc2ccncc2)C[C@@H](CO)O1 | 10
46 | CCCCN1C(=O)C(CC(=O)NCCCCc2ccccc2)CC(C(=O)N(C)C)=C1C (stereo unspecified) | -2
47 | Cc1ccc(S(=O)(=O)N(C)c2ccc3c(c2)C(=O)c2ccccc2-3)cc1 | 4
48 | CCN(CC)CCNc1ccc(CO)c2oc3ccccc3c(=O)c12 | -5
49 | O=C(Nc1ccccc1Cl)c1cc(C2CCCCN2C(=O)c2cccs2)on1 (stereo unspecified) | 3
50 | CCCCOCCCNC(=O)C[C@@H]1C[C@@]2(C(=O)OCC)CCC=C2N(Cc2ccc3c(c2)OCO3)C1=O | 4
51 | NC(=O)c1nc2c([nH]c1=O)CCCC2 | 2
52 | O=C(NCCN1CCC(n2c(=O)[nH]c3ccccc32)CC1)c1cccc(Cl)c1 | -18
53 | NC(c1csc(NC(=O)Nc2cccc(Cl)c2)n1)c1ccccc1Cl (stereo unspecified) | 7
54 | NC(=O)Cc1ccc(OCc2nn[nH]n2)cc1 | -12
55 | C[C@H]1CCCCO[C@@H](CN(C)S(=O)(=O)c2ccc(Cl)cc2)[C@@H](C)CN([C@@H](C)CO)C(=O)c2cc(NS(=O)(=O)c3ccccc3)ccc2O1 | 1
56 | COC(=O)[C@H]1C[C@H](OC(=O)Nc2cccs2)[C@@]2(O)CN(S(=O)(=O)c3ccc(C)cc3)CC2[C@H]1C(=O)OC (stereo partly specified) | 2
57 | Brc1ccc2c(c1)-c1ccccc1C1=NCCN12 | -3
58 | N#Cc1cnc2nc1NCCCCCCC2 | -4
59 | O=C(OCc1ccccc1)N1CCC2CC1c1ccc(-c3cccc(F)c3)cc12 (stereo unspecified) | 4
60 | Cc1ccc(S(=O)(=O)N2CCOCC2)cc1NC(=O)CSc1nnnn1C1CC1 | 2

7 of the entries above in order of the EBI2 antag value, high to low.
entry | SMILES | EBI2 antag
38 | COc1ccccc1CNc1nc(NC(C)C)nc2cc(-c3ccccc3)sc12 | 50*
44 | Cc1cccc(C)c1NC(=O)C(CCc1ccccc1)N1CCC(c2ccccc2)CC1 (stereo unspecified) | 18
45 | CC(C)N(C)c1ncnc2c1ncn2[C@H]1CN(Cc2ccncc2)C[C@@H](CO)O1 | 10
51 | NC(=O)c1nc2c([nH]c1=O)CCCC2 | 2
48 | CCN(CC)CCNc1ccc(CO)c2oc3ccccc3c(=O)c12 | -5
42 | CC(C)N1CCC1(C)C(=O)Nc1nc2ccccc2[nH]1 (stereo unspecified) | -8
52 | O=C(NCCN1CCC(n2c(=O)[nH]c3ccccc32)CC1)c1cccc(Cl)c1 | -18

Continued:
entry | SMILES | EBI2 antag
61 | Fc1ccc(-c2nc3c(Cl)cc(C(F)(F)F)cn3c2Cc2ccccc2)cc1 | -17
62 | CCOc1ccc(N(CC(=O)Nc2ccc(Cl)cc2)S(C)(=O)=O)cc1 | -4
63 | CC(=O)CC1N(S(=O)(=O)c2ccc(C)cc2)c2ccccc2N1S(=O)(=O)c1ccc(C)cc1 | 22
64 | O=C(NCc1ccccc1)C(c1ccccc1)n1c(-c2ccccn2)nc2ccccc21 (stereo unspecified) | 1
65 | COc1cc(F)ccc1-c1csc(C(O)c2ccccc2)n1 (stereo unspecified) | 15
66 | C[C@H]1CN([C@@H](C)CO)C(=O)c2cc(Br)cnc2O[C@H]1CN(C)C(=O)C1CCC1 | -4
67 | O=C(Nc1ccc(F)cc1)C(CCc1ccccc1)N1CCN(c2ccncc2)CC1 (stereo unspecified) | 2
68 | COc1cc(CNc2nc3ccccc3n2Cc2ccccc2)ccc1O | -6
69 | CCCC(=O)Nc1cccc(NC(=O)Cc2ccc(Cl)cc2)c1 | 4
70 | C[C@H](c1ccccc1)N1C[C@@H](COCc2ccccc2)Oc2cc(N3CC[C@H](O)C3)ccc2S1(=O)=O | 27
71 | COc1ccc(C(O)c2ncc(-c3cccc4ccccc34)[nH]2)cc1F (stereo unspecified) | 4
72 | c1ccc(N2CCN(c3nccn4ccnc34)CC2)nc1 | 0
73 | O=c1[nH]c2cc(O)ccc2c2ccccc12 | 1
74 | CCOC(=O)[C@]12CCCC=C1N(Cc1ccco1)C(=O)[C@H](CC(=O)NCCCN1CCCC1=O)C2 | -4
75 | CSc1ncnc2c1ncn2CCCNCc1ccc2c(c1)OCO2 | 1
76 | COc1ccc(CC(N)c2csc(NC(=O)Cc3ccccc3)n2)cc1 (stereo unspecified) | -11
77 | CSc1ncnc2c1ncn2CCCN[C@H](C)c1cccc2ccccc12 | 1
78 | Cc1cnc(N)nc1-c1ccccc1 | -2
79 | Cc1ccnc2nc(C(=O)OCC(=O)N(C)C3CCCCC3)nn12 | -4
80 | Nc1nc2ncccn2c1-c1ccc(F)cc1 | -3
81 | COc1ccc(C(=O)Cn2c(NCCCO)nc3ccccc32)cc1 | -5
82 | Cc1noc(C)c1S(=O)(=O)NC(=O)C1(C)CCN1C(=O)Cc1ccc(-c2ccccc2)cc1 (stereo unspecified) | 8
83 | CC1(C(=O)NS(=O)(=O)Cc2cccc(Cl)c2)CCN1C(=O)CCc1ccccc1 (stereo unspecified) | -3
84 | O=C(NCc1ccc(Cl)nc1)c1ccc2nc([C@@H]3O[C@H](CO)[C@H](O)[C@H](O)[C@H]3O)[nH]c2c1 | -3
85 | COC(=O)/C=C1\OC(c2ccccc2)c2ccccc21 (stereo unspecified) | 6
86 | CCCCc1c(-c2ccccc2OC)ncn1CCc1ccc(Cl)cc1 | 11
87 | COc1ccc(-c2cc3nc(-c4ccccc4)cc(N4CCN(C(=O)c5ccsc5)CC4)n3n2)cc1 | 41
88 | Nc1nc2c(Br)ccc(Br)c2cc1C(=O)NCCc1ccccc1 | 1
89 | CN1CCN(C(c2ccccc2)c2nnnn2C(C)(C)C)CC1 (stereo unspecified) | 3
90 | CSc1ccc(Cn2c(C)c(C(=O)NCc3ccc4c(c3)OCCO4)sc2=O)cc1 | 4

Fetched by structure from above:
entry | SMILES | EBI2 antag
72 | c1ccc(N2CCN(c3nccn4ccnc34)CC2)nc1 | 0
81 | COc1ccc(C(=O)Cn2c(NCCCO)nc3ccccc32)cc1 | -5
65 | COc1cc(F)ccc1-c1csc(C(O)c2ccccc2)n1 (stereo unspecified) | 15

Continuation.
entry | SMILES | EBI2 antag
91 | COc1cccc(-c2nc(Cl)nc3cc(Cl)ccc23)c1 | -12
92 | CCNC(=O)C1CCCN(C(=O)c2cc(C)oc2C)CC1 (stereo unspecified) | -8
93 | COc1ccc(S(=O)(=O)NC(=O)C2(C)CCN2C(=O)Cc2ccccc2Cl)cc1OC (stereo unspecified) | -2
94 | O=C(Nc1ccc(S(=O)(=O)Nc2ncccn2)cc1)c1cccc([N+](=O)[O-])c1 | -2
95 | COc1ccc(-c2cc(NC=O)c3ncc(-c4cc(OC)c(OC)c(OC)c4)n3c2)c(OC)c1 | 16
96 | Cc1cccc(C)c1-n1nnnc1-c1nc2ccccc2[nH]c1=O | 15
97 | CSc1nnc2sc3cc(C)ccc3n12 | -8
98 | CN(C)C(=O)c1cccc(-c2cnc3c(NC=O)cc(-c4ccc(F)cc4)cn23)c1 | 8
99 | COc1cccc(-c2nnc(NC(=O)CCS(=O)(=O)c3ccc(F)cc3)o2)c1 | -9
100 | O=C(Nc1ccc(Cl)cc1)C1Cc2c(-c3cccc(F)c3)ccnc2O1 (stereo unspecified) | -14
101 | Cc1noc(C)c1NC(=O)N(C)C[C@@H]1Oc2ncc(C#CC3CC3)cc2C(=O)N([C@@H](C)CO)C[C@@H]1C | 3
102 | O=C(COC(=O)c1cccc(OC(F)F)c1)Nc1cc(S(=O)(=O)N2CCCC2)ccc1Cl | -6
103 | Cc1nnc(N2C(=O)C(=O)/C(=C(/O)c3ccc4c(c3)OCCO4)C2c2cccc([N+](=O)[O-])c2)s1 (stereo unspecified) | -1
104 | CC(C)C[C@H](NC(=O)CC[C@H]1O[C@@H](n2ccc(=O)[nH]c2=O)[C@H](O)[C@@H]1O)C(=O)O | -9
105 | CC(=O)C[C@@H]1OC[C@H](Cc2ccccc2)N1S(=O)(=O)c1ccc(C)cc1 | 1
106 | COc1ccc(CCN2C(=O)COc3ccccc3C2C(=O)Nc2ccc3c(c2)OCCO3)cc1OC (stereo unspecified) | -10
107 | Cc1ccc(CN2CC(N3CCN(Cc4cccc(C)c4)CC3)CS2(=O)=O)cc1 (stereo unspecified) | -2
108 | CCc1nc2c(OCc3ccc(Cl)cc3Cl)cccn2c1N(C)C(C)=O | 24
109 | COC(=O)[C@]12CCCCC=C1N(CCc1ccc(OC)c(OC)c1)C(=O)[C@H](CC(=O)N1CCCCC1)C2 | 7
110 | NC(Cc1ccc(C(F)(F)F)cc1)c1csc(Nc2ccc(S(N)(=O)=O)cc2)n1 (stereo unspecified) | -16
111 | O=C(COC(=O)c1ccc(F)cc1F)Nc1ccc2c(c1)OCO2 | -5
112 | CCOc1cc2c(c3c1C(c1ccccc1)N(S(=O)(=O)c1ccc(C)cc1)C3)C(=O)C=CC2=O (stereo unspecified) | -2

A portion of the library; the hit share may differ from the screen's.
